From PubChem
VP16 counter: Gal4-VP16 reporter inhibition counter-screen; Drosophila S2 Gal4-VP16 UAS-luciferase, luminescence, 20 h; Potency, µM (titrated, usually from 53.6 µM), for inactives: at the highest dose activity, negative = inhibition, usual class: inhibitors; actives 3.5% (n = 310,000);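 note: Gal4-VP16 expression switched on by copper sulfate through the metallothionein promoter; potency is the fitted concentration of half-maximal effect; % is set by controls: 0 for no effect and ±100 for the full control effect; nearly all actives have a fitted effect of over 50% in size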
ELG1 repair inh: blocks ELG1-dependent DNA repair in HEK293T cells; HEK293T ELG1-luciferase reporter, luminescence, 16 h; DNA damage induced by 5-fluorouridine; Potency, µM (doses to about 46.1 µM), for inactives: at the top dose activity change, negative = inhibition, hits mostly inhibitors; actives 2.3% (n = 330,000); note: potency is the fitted concentration of half-maximal effect; % is set by controls: 0 for no effect and ±100 for the full control effect; nearly all actives have a fitted effect of over 55% in size
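Reporter activity after DNA damage by 5-fluorouridine is monitored. Compound-treated cells incubate 16 hr at 37 °C, then ONE-Glo is added for 30 min before luminescence reading.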
ELG1 genotoxic: induces genotoxicity in HEK293T cells with luciferase-tagged ELG1 | HEK293T ELG1-luciferase reporter, luminescence, 16 h | Potency, µM (highest dose often 46 µM), for inactives: at the highest dose activity change, positive = activation, actives largely listed as activators | actives 1.3% (n = 330,000); note: potency is the fitted concentration of half-maximal effect; % of control where 0% means no effect; nearly all actives have a fitted effect of over 60% in size
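Screening used a luciferase reporter fused to human ELG1 in HEK293T cells. Luminescence was read on a CCD plate imager after 16 hr exposure and 30 min ONE-Glo incubation.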
NPC1 promoter act: NPC1 promoter activation | Huh7 NPC1 promoter luciferase reporter, 24 h | Potency, µM (highest dose often 9.22 µM), without a hit: at the top dose activation, most hits filed as activators | actives 2.4% (n = 320,000) | AID 485313;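 note: potency is the fitted concentration of half-maximal effect; % of control where 0% means no effect; nearly all actives have a fitted effect of over 60% in size; reporter is driven by a mutant NPC1 promoter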
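In 1536-well qHTS, Huh7 cells harboring an NPC1 promoter–luciferase construct received compound for 24 h; activation was quantified by luminescence following luciferase reagent addition.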
Rab9 prom act: activators of Rab9 promoter; actives 2.8% (n = 320,000); Potency, µM (top dose mostly 9.22 µM), inactives show at the top dose activation, negative = inhibition, hits mostly activators; Huh7 Rab9 promoter-luciferase reporter, luminescence, 24 h; note: potency is the fitted concentration of half-maximal effect; % of control where 0% means no effect; nearly all actives have a fitted effect of over 60% in size
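Huh7 reporter line, Rab9 promoter upstream of luciferase. Compound exposure 24 h at 37 °C in reduced-serum medium with 10% FBS. Read-out: luminescence.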
p53 reactivator: re-activators of mutant p53; H1299 p53-A138V BP100-luciferase reporter, luminescence, 24 h; Potency, µM (doses to about 92.2 µM), inactives show top-dose activity change, positive = activation, usual class: activators; actives 0.063% (n = 320,000); note: potency is the fitted concentration of half-maximal effect; % of control where 0% means no effect; nearly all actives have a fitted effect of over 45% in size
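p53-null H1299 cells stably carrying temperature-sensitive p53-A138V and a BP100-luciferase reporter were pinned with compounds (4-point, 1:5 series) and held 24 hrs at 37 deg C. Luminescence was read 10 min after detection reagent.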
FLuc counter: firefly luciferase modulation, counter-screen for miR-21 project; P08659; purified FLuc, Km substrates, luminescence inhibition; Potency, µM (top dose mostly 57.5 µM), for the others: at the top dose activity change, negative = inhibition, usual class: inhibitors; actives 6.9% (n = 360,000); AID 588342;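 note: potency is the fitted concentration of half-maximal effect; plate controls were vehicle for no effect and reference inhibitor for full effect; nearly all actives have a fitted effect of over 55% in size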
Target sequence (P08659 whole entry, looked up): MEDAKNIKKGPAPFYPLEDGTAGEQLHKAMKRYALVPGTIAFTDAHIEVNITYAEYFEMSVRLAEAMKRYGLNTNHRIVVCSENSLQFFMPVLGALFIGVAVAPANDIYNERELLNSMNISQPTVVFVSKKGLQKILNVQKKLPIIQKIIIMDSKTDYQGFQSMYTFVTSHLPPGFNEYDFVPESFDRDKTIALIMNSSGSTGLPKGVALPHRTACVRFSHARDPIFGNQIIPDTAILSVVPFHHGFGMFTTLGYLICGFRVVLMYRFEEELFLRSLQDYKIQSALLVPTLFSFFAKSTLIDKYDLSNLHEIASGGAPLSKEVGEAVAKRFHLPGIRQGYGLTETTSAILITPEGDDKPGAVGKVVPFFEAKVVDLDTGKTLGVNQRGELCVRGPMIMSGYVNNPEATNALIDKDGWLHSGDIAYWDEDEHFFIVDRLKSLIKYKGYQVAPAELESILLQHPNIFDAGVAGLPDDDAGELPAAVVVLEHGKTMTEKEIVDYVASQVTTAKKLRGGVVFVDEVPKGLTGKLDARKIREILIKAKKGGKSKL
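Biochemical qHTS of compounds, final roughly 60 µM downward over six points, against 10 nM purified firefly luciferase using Km concentrations of substrates (10 uM D-luciferin, 10 uM ATP) in Tris acetate pH 7.5 buffer; luminescence output.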
Tb PFK block: inhibitors of T. brucei phosphofructokinase; O15648; T. brucei PFK, ADP-Glo luminescence; Potency, µM (top dose mostly 57.5 µM), without a hit: at the highest dose activity, negative = inhibition, actives largely listed as inhibitors; actives 0.17% (n = 330,000);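 note: potency is the fitted concentration of half-maximal effect; 0% = uninhibited 1x PFK enzyme wells and -100% = no-enzyme wells; nearly all actives have a fitted effect of over 60% in size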
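PFK 1.25 nM, F6P 0.5 mM, ATP 0.1 mM, 0.1 M TEA pH 8.0, 5 mM MgCl2, 0.01% Tween20, 0.1% BSA; 45 min RT. ADP-Glo readout. qHTS titration up to 57 uM; curves fitted, compounds curve-classed.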
BRCA1 expr act: activators of BRCA1 expression | MCF7-BRCA1-FFLuc reporter, luminescence, 48 h; response scale: scaled: vehicle 0%, 10 µM genistein 100% | actives 1.1% (n = 380,000) | Potency, µM (doses to about 46.1 µM), for the others: at the top dose activation, actives largely listed as activators; note: potency is the fitted concentration of half-maximal effect; nearly all actives have a fitted effect of over 80% in size; some results filed as inactive show a strong effect at the top dose
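Using MCF7 cells harboring a BRCA1 firefly luciferase reporter, plated 2 h before compound pinning, the screen measured luminescence after 48 h incubation. Responses were normalized to DMSO and 10 microM genistein, then fitted for concentration-effect.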
RORg inh: blocks mouse ROR gamma transcriptional activity; actives 5.4% (n = 310,000); P51450; Drosophila S2 Gal4-RORgamma UAS-luciferase reporter, 20 h; Potency, µM (series often up to 53.6 µM), without a hit: at the top dose activity change, negative = inhibition, actives largely listed as inhibitors; note: potency is the fitted concentration of half-maximal effect; % is set by controls: 0 for no effect and ±100 for the full control effect; nearly all actives have a fitted effect of over 60% in size
Target sequence (P51450 whole entry, looked up, the tested form may be a part): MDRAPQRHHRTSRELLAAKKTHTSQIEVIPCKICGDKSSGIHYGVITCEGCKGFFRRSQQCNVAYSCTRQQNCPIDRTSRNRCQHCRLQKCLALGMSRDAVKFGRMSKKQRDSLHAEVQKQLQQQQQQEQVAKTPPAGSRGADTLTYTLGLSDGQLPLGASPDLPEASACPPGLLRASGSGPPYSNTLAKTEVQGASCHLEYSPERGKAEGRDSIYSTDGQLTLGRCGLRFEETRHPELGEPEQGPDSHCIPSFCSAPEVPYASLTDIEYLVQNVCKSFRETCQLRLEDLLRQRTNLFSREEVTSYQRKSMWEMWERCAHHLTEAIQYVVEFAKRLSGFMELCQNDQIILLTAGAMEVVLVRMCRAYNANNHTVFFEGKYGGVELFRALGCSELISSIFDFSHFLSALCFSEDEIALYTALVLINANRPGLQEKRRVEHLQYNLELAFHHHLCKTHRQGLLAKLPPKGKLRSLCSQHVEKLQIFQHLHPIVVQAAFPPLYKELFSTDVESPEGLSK
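Schneider cells (Drosophila), stable Gal4 DBD–ROR gamma + UAS-luc; 1 hr cmpd preincubation; Cu2+ induction 700 uM final; 20 hr ambient; luminescence.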
TRPV1 agonist: agonists of human vanilloid receptor 1 (TRPV1); Q8NER1; TRPV1-expressing cells, Fluo-8 calcium influx, agonist mode; activation, % at 8.33 µM; actives 0.19% (n = 320,000); AID 540275; in the data active = activation above about 80%; inconclusive = between about 30% and that limit; note: 0% is about no effect
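TRPV1-expressing cells were cultured overnight at 35.5C and loaded with Fluo-8 calcium dye for 40 to 90 min at room temperature. After a 10 s baseline, compound was added and calcium influx was read kinetically for 3 min (ex 480/em 520 nm).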
* hit, by the source's call; u = inconclusive; x = no result given; [ ] = another dose, or the depositor's remark. Unless noted, calls come from the whole dose curve; as a rule, active = well fitted curve in the direction sought with a large enough effect; inconclusive = small, poorly fitted or top-dose-only effect, or another doubt; inactive = no such curve, though single readings can be large; an effect the other way counts as inactive or inconclusive.

Start of the listing, in advance:
SMILES | VP16 counter | ELG1 repair inh | ELG1 genotoxic | NPC1 promoter act | Rab9 prom act | p53 reactivator | FLuc counter | Tb PFK block | BRCA1 expr act | RORg inh | TRPV1 agonist
CCOc1cc(/C=C2/C(=N)N3C=CSC3=NC2=O)ccc1OCCCOc1ccccc1C | u | u | 7.8% | -1.9% | -4.5% | -5.3% | -1.9% | 0.3% | -33.9% | -71.2% | 1.9
Cc1cc(C)n(-c2nncc(-c3ccccc3)n2)n1 | u | u | u | u | 9.4% | 12.3% | u | 1.7% | 47.5% | u | -3.4

All compounds of this part, from the start:
SMILES | VP16 counter | ELG1 repair inh | ELG1 genotoxic | NPC1 promoter act | Rab9 prom act | p53 reactivator | FLuc counter | Tb PFK block | BRCA1 expr act | RORg inh | TRPV1 agonist
CCOc1cc(/C=C2/C(=N)N3C=CSC3=NC2=O)ccc1OCCCOc1ccccc1C | u | u | 7.8% | -1.9% | -4.5% | -5.3% | -1.9% | 0.3% | -33.9% | -71.2% | 1.9
Cc1cc(C)n(-c2nncc(-c3ccccc3)n2)n1 | u | u | u | u | 9.4% | 12.3% | u | 1.7% | 47.5% | u | -3.4
COc1cccc(CN2CC(C(=O)NCCc3ccc(C)o3)CCC2=O)c1 (stereo not given) | -0.2% | 6.1% | 5.3% | -4.5% | -5.3% | 1.7% | -0.7% | 1.6% | -4.1% | -11.8% | 2.5
COc1ccc(C(=O)NCCc2nnc3ccc(SCC(=O)Nc4ccccc4)nn23)cc1 | -4.6% | u | u | 1.58µM* | 2.82µM* | 15.5% | 3.01µM* | 1.6% | -3.9% | -16.6% | 5.3
COc1cccc(-c2cn(C[C@H]3CC[C@@H]([C@@H]4CC[C@H](Cn5cc(-c6cccc(OC)c6)nn5)O4)O3)nn2)c1 | -8.4% | u | -4.2% | -2.2% | -0.6% | 2.4% | u | 2.0% | -9.5% | 28.5% | -1.0
O=C(NCc1ccco1)C(c1ccc(F)cc1)N(Cc1cccnc1)C(=O)Cn1nnc2ccccc21 (stereo not given) | -1.9% | 4.3% | -1.6% | 22.9% | 5.8% | 3.2% | -0.8% | 0.1% | -12.4% | 38.1% | -2.7
CCOc1ccc(OCC(O)CN2CCc3ccccc3C2)cc1 (stereo not given) | 26.3% | -14.2% | -2.6% | -3.2% | -1.6% | -3.6% | -2.7% | 0.5% | 0.8% | 21.4% | -1.8
Cc1cccc(/C=C2\CS/C(=C\c3cccc(C)c3)C2=O)c1 | 12.2% | u | 8.3% | -3.2% | 2.7% | 2.0% | 8.49µM* | -5.5% | -4.8% | -7.3% | 0.7
NC(=O)CSc1nnc(-c2cccs2)n1Cc1ccco1 | -11.7% | u | 0.7% | 0.1% | -0.6% | 1.0% | 0.5% | 0.2% | -16.5% | 21.8% | -2.9
COc1ccc(NC(=O)c2ccc(OC(=S)N(C)c3ccc(OC)cc3)cc2)cc1 | -20.5% | 2.1% | 0.4% | -1.3% | -4.3% | -5.6% | -1.5% | -4.6% | -33.5% | -11.9% | 16.7
COc1ccc(CCNC(=O)C2CCCN(Cc3nc(-c4cccc(Cl)c4)oc3C)C2)cc1OC (stereo not given) | -5.5% | 10µM* | -11.3% | -7.3% | 0.4% | -5.0% | 1.5% | -2.8% | -38.7% | 17.2% | 12.6
Cc1oc(C(C)(C)C)cc1C(=O)Nc1ccc2c(c1)OCO2 | 25.8% | -0.9% | -2.3% | 22.2% | 18.5% | 7.5% | u | -0.5% | 57.7% | 49.1% | x
Cc1nnc2n(Cc3ccccc3)c(=O)c3c4c(sc3n12)CN(Cc1ccccc1)CC4 | -5.4% | 1.0% | -1.3% | 1.9% | 3.9% | 4.0% | 4.5% | 0.8% | x | -22.3%[10 µM] | -1.6
CCOC(=O)c1sc(NC(=O)C(CC)OC(=O)C(CC(C)C)NC(=O)c2ccccc2)nc1C (stereo not given) | -3.2% | u | -2.1% | 7.9% | 3.4% | -0.9% | -1.8% | 0.5% | 5.9% | 14.3% | 8.7
COc1ccc(-n2nc(C(=O)NCC(=O)N3CCC(C)CC3)c3ccccc3c2=O)cc1Cl | -12.4% | u | -6.6% | 24.4% | 20.9% | u | 1.9µM* | -17.2% | 36.8% | -15.8% | -0.3
CC1CN(C(=O)c2ccc(-c3cccc(C(F)(F)F)c3)o2)CC(C)O1 (stereo not given) | x | -6.5% | -1.1% | -0.4% | 0.3% | -2.4% | -0.4% | 0.2% | -10.3% | x | u
CCOc1cccc2sc(N(CCN(CC)CC)C(=O)c3cccc(N4C(=O)CCC4=O)c3)nc12 | x | -15.9% | -4.4% | 7.3% | 0.3% | -2.9% | 0.0% | -1.9% | -7.5% | x | 11.1
CC(=O)Nc1cccc(NC(=O)Nc2ccc(F)cc2F)c1 | 8.3% | u | 4.5% | -0.6% | 1.3% | 15.4% | u | -11.9% | 13.6% | -12.8% | 8.4
O=C(Nc1cccnc1)c1c(F)cccc1F | -7.0%[0.365 µM] | 4.2% | -7.2% | -1.4% | 2.3% | -4.2% | 0.5% | 0.9% | -5.7% | -36.9% | -4.2
Cc1ccc2cc(CCNS(=O)(=O)c3ccc(Br)cc3)c(=O)[nH]c2c1C | 4.6% | u | -3.8% | -5.5% | -2.7% | 1.8% | 0.4% | 0.1% | -41.1% | 27.2% | 5.9
COc1ccc(S(=O)(=O)N2CCCC(C(=O)NC3CCCC3)C2)cc1OC (stereo not given) | 3.9% | -8.4% | -9.6% | -7.3% | 4.0% | 2.5% | -1.6% | 2.6% | -31.4% | -0.3% | 0.6
CCN(CC)S(=O)(=O)c1cccc(-c2nnc(SCC(=O)NC3CCCC3)n2N)c1 | 9.0% | -12.0% | -2.4% | -0.9% | 8.3% | -6.4% | 2.7%[2.3 µM] | 0.3% | -13.4% | 14.0% | 2.9
CCOC(=O)c1nc(C)n(-c2ccc(Cl)cc2)n1 | 3.9% | u | 0.5% | -3.1% | 1.8% | 4.9% | 0.7% | 0.6% | 35.3% | 8.4% | 5.1
Cc1nc2ccccc2c(=O)n1N(c1ccccc1)c1ccccc1 | -7.7% | -2.3% | 4.6% | -3.0% | -8.8% | -7.2% | -1.0% | -2.1% | -20.8% | 27.1% | 7.2
O=Cc1c(Cl)[nH]c(=O)n1-c1ccccc1 | -12.8% | 17.2% | 0.8% | -4.1% | -1.1% | 5.6% | -6.0% | -0.9% | -2.3% | 15.5% | -1.8
Cc1cc(C)cc(NC(=O)C2CCN(C(=O)[C@@H]3Cc4ccccc4CN3)CC2)c1 | -6.6% | u | -2.2% | 2.7% | -2.0% | -11.3% | 2.6% | 3.1% | 3.9% | -12.1% | 0.8
O=C(Nc1cccc(O)c1)c1cccc(S(=O)(=O)Nc2cccc(O)c2)c1 | -0.5% | 16.3% | -3.4% | 2.3% | -1.0% | x | -2.2% | 5.1% | -9.3% | -13.7% | -3.9
COc1ccc(NC(=O)c2ccccc2NS(=O)(=O)c2ccc(CNC(C)=O)cc2)c(OC)c1 | 6.0% | -4.8% | 3.8% | -24.7% | -6.0% | 2.1% | u | 6.0% | 0.4% | -16.4% | -1.4
c1ccc(-c2nc(NCc3cccnc3)c3oc4ccccc4c3n2)cc1 | 0.5% | 23.1µM* | -6.6% | -2.9% | 10.4% | -21.0% | u | 0.1% | -63.5% | -1.7% | -2.5
COc1ccc(CNC(=O)C2CCN(C(=O)[C@@H]3Cc4ccccc4CN3)CC2)cc1 | -9.5% | 15.7% | 0.1% | 1.1% | 0.5% | -3.3% | -2.7% | -5.2% | 1.8% | 5.0% | -1.8
O=C(NC1CCCC1)C(c1ccncc1)N(C(=O)c1ccco1)c1ccccc1 (stereo not given) | -3.2% | u | 4.3% | -2.4% | -2.1% | 3.8% | -0.6% | 4.3% | 10.7% | 16.6% | 1.4
CCOC(=O)C(C)Oc1cccc2c(=O)n(CC(=O)NCCc3ccc(OC)c(OC)c3)ccc12 (stereo not given) | -1.3% | -24.6% | -3.0% | -2.2% | 1.1% | -1.5% | u | 5.3% | -16.8% | -1.7% | 1.6
Cc1ccc(-n2ncc3c2CCCC3NC(=O)c2ocnc2C)cc1C (stereo not given) | 7.08µM* | u | 9.5% | -34.2%[inhibitor] | -32.2%[inhibitor] | -3.4% | 0.0% | -1.4% | -37.3% | 21.0% | u
O=c1[nH][nH]c(-c2ccccc2O)c1C(C[N+](=O)[O-])c1ccccc1 (stereo not given) | u | 6.3% | 6.7% | -5.0% | -1.3% | -6.5% | 5.0% | 4.7% | -0.9% | -14.0%[10 µM] | -1.9
